High-throughput results from PubChem.
F508del corr: correctors of CFTR F508del function in bronchial epithelial cells; activity (quench increase), % at 7.58 µM; CFBE cells, YFP halide quenching; stimulated with forskolin plus potentiator P3; % fluorescence drop versus neutral controls; 350,000 compounds, 0.36% hits; AID 720511;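 active means mean added fluorescence quench of at least 8% versus neutral control, with both replicates also reaching 8%; inconclusive means only one of the mean or replicate conditions met; inactive means mean below 8% and not both replicates reaching 8%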;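 further: cells transiently co-express mutant CFTR-F508del with the halide-sensitive YFP; corrector assay measuring rescue of mutant channel to the surface after 24 h compound exposure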
RAD52 anneal inh: RAD52 (human) annealing inhibition; P43351; recombinant RAD52 DNA annealing, FRET fluorescence; inhibition, % at 18.7 µM; 360,000 compounds, 0.46% hits;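 active means every replicate showing at least 50% inhibition; inconclusive means mean inhibition at least 50% but not in every replicate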
Target sequence (P43351 whole entry, looked up): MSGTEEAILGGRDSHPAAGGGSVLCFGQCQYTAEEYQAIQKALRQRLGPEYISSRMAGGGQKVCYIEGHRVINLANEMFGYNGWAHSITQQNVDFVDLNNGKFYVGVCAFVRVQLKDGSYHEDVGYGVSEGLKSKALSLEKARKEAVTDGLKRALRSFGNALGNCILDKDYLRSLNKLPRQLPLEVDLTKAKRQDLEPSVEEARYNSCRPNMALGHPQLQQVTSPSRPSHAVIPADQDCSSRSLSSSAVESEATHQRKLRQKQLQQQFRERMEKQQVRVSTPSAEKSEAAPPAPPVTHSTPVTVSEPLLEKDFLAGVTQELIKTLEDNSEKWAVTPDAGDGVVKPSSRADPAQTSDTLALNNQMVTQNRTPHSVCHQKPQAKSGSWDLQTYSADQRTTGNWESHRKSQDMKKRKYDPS
GSIS activator: primary screen for activators of insulin secretion dependent on glucose, INS-1E cells, GLuc reporter luminescence; 370,000 compounds, 0.61% hits; INS-1E GLuc reporter insulin secretion, 2-3 h; activation, % at 16.6 µM;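 active means lowest replicate activation of at least 40%, so every replicate reaches that level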;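 further: 0% = median of neutral control wells and 100% = median of IBMX positive control wells; some compounds called inactive have numbers as strong as hits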
RAD54 branch: blocks human RAD54 Holliday junction branch migration; FAM/BHQ fluorescence; AID 602329; inhibition, % at 10.4 µM; 360,000 compounds, 0.14% hits; Q92698;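 active means mean normalized replicate activity at least 40 and at least half of replicates scoring 40 or more; inconclusive means only one of the two criteria met; inactive means mean below 40 and under half of replicates reaching 40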;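 further: 0% = median of neutral control wells and 100% = median of positive control wells; inhibitors cause a drop in the FAM fluorescence signal; in these data hits start at about 50%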
E-selectin induc: E-selectin induction on HUVECs; P16581; HUVEC E-selectin immunofluorescence imaging; normalized: neutral wells 0, TNF-alpha wells 100; activation, % at 7.58 µM; 260,000 compounds, 0.37% hits;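 active means mean E-selectin-positive cell signal at least 10% of the positive control, reached in at least 60% of replicates, without over 20% cell loss; inconclusive means no rule given, readout overlaps actives, possibly toxicity-flagged; inactive means the rest, including those meeting only one limit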;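 further: in these data hits start at about 27%; measured in HUVEC primary endothelial cells; signal is the percent of cells scored E-selectin positive by PE staining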
Target sequence (P16581 whole entry, looked up): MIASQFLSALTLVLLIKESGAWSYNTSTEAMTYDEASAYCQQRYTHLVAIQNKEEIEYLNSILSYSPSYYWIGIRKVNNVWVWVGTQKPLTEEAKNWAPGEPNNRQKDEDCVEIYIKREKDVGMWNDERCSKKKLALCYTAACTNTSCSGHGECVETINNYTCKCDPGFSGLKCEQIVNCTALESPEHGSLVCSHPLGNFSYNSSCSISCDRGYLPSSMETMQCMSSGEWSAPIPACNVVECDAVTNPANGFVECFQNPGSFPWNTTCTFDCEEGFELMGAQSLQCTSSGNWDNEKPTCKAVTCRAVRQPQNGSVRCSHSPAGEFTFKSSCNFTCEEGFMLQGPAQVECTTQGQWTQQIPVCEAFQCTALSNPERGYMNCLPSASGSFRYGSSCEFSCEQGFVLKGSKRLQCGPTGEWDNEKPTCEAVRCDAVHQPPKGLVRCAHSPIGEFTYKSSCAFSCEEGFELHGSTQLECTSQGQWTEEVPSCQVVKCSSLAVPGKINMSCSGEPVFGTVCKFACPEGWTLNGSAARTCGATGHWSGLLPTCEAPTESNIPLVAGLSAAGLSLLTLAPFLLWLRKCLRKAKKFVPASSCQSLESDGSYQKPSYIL
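System: HUVEC / Compound: single concentration / Signal: immunofluorescence imaging / Read-out: percent E-selectin-positive cells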
DENV2 CPE: DENV2-induced cell death inhibition; CPE inhibition, % at 9.99 µM; 350,000 compounds, 1.7% hits; DENV2-infected cells, cytopathic effect rescue, plate reader; in the data active means CPE inhibition above about 20%, passing the limit was not always enough; inconclusive means no clear call, values can overlap the other calls; tested in BHK-21 cells;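 further: 0% = median of neutral control wells and 100% = median of positive control wells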
CASP6 VEID inh: caspase-6 (human) enzyme inhibition | purified caspase-6, Z-VEID-R110 cleavage fluorescence | inhibition, % at 12.5 µM | 350,000 compounds, 0.53% hits;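 active means mean inhibition across replicates at least about 35%, with every replicate also reaching that limit, limit read from the data; inconclusive means only one of the two criteria met; inactive means neither criterion met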;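 further: 0% = median of neutral control wells and 100% = no fluorescence left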
Xi reactivation: X-chromosome reactivation activator; XiGFP mouse fibroblasts, % GFP-positive cells imaging, 3 d; cells co-treated with 5-aza-dC sensitizer; scaled so ellipticine positive control = 100%; activation, % at 7.58 µM; 360,000 compounds, 0.055% hits; AID 743238;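 active means mean normalized replicate activation at least 10% and every replicate at or above 10%; inconclusive means only one of the two criteria met; inactive means mean below 10% and not all replicates reach 10%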;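 further: 0% = median of on-plate neutral control wells and 100% = ellipticine 6 µM median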
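Assay system – SV40-immortalized XiGFP fibroblast cells, line 68-5-11 · Buffer or medium – DMEM supplemented with 5-aza-dC as sensitizing agent · Dosing – one concentration, pinned · Benchmarks – positive control ellipticine, 6 µM final · Times – 3 days compound exposure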
* = called active by the depositor; ? = inconclusive; . = not tested or not shown; & = joins results of further samples.

Results follow in this order: F508del corr, RAD52 anneal inh, GSIS activator, RAD54 branch, E-selectin induc, DENV2 CPE, CASP6 VEID inh, Xi reactivation
1	Cc1ccc(S(=O)(=O)Nc2ccc3c(c2)CC(=O)N([C@H](C)CO)C[C@@H](C)[C@@H](CN(C)S(=O)(=O)c2cccs2)O3)cc1
    -1.4, 3, -25, 3, -0.1, -14, 3, 0.0
2	CCOC(=O)c1c(C)nc(C)c2c(=O)oc3ccccc3c12
    -3.5, -5, 28, ., 0.2, 1, 0, 0.1
3	O=C(C[C@@H]1C=C[C@@H](NC(=O)c2ccncc2)[C@@H](CO)O1)NCCc1ccncc1
    4.9, -5, 10, -4, 0.3, -3, -1, 1.0
4	Cc1ccc(S(=O)(=O)N(C)C[C@H]2Oc3ccc(NC(=O)C4CCCCC4)cc3C(=O)N([C@H](C)CO)C[C@@H]2C)cc1
    -1.9, -16, -16, -2, 0.1, -11, 0, 0.2
5	C[C@H]1CN([C@@H](C)CO)C(=O)Cc2cc(NS(=O)(=O)c3ccccc3)ccc2O[C@H]1CN(C)Cc1ccc(Cl)c(Cl)c1
    2.2, ., -19, ., 0.2, ., ., -0.1
6	COc1ccc(OC)c(C(=O)COC(=O)CN2C(=O)NC3(CCCCC3C)C2=O)c1 (centres undefined)
    -2.4, -30, 7, -4, -2.3, 3, 3, 0.3
7	NC(=O)C1CCN(C(=S)NC2CC3C=CC2C3)CC1 (centres undefined)
    2.0, -14, 10, 4, 4.9, 9, -4, 0.2
8	CC1C/C(=C\c2ccccc2[N+](=O)[O-])c2nc3ccccc3c(C(=O)O)c2C1 (centres undefined)
    -1.0, 6, 22, -6, ., -7, 4, -0.1
9	CNC(=O)CSc1nc2cc(S(=O)(=O)Nc3ccccc3OC)ccc2o1
    -2.8, 6, 5, -7, ., 0, -5, 0.0
10	COc1ccc(N2CCN(C(=O)c3ccc4ccccc4n3)CC2)cc1
    1.1, -11, 1, ., ., 17, 3, 0.6
11	COc1ccc(-n2c(C)cc(/C=C(\C#N)C(=O)NCc3ccco3)c2C)cc1
    -1.9, -15, 3, ., -0.5, 15, 0, 0.0
12	COc1cccc(NC(=S)N2CCCN(Cc3ccc(F)cc3)C2)c1
    4.3, -12, -34, ., -0.3, ?, 0, -0.1
13	Nc1ccccc1SCC(=O)Nc1nc(-c2ccccc2)cs1
    2.2, -20, -3, 4, ., 13, -3, 0.0
14	O=C([C@H]1O[C@@H](n2ccc(=O)[nH]c2=O)[C@H](O)[C@@H]1O)N1CCN(c2ccc(Cl)cn2)CC1
    -0.3, -19, 11, 1, 1.1, 45*, -4, .
15	Cn1c(Cl)cnc1C(O)c1ccccc1 (centres undefined)
    -2.7, -28, 2, 8, ., ., 0, .
16	CNC(=O)COC(=O)c1cc(-c2ccc(OC)cc2)nc2ccccc12
    -1.1, 0, 7, ., 0.6, 6, 1, 0.0
17	CCCCNC(=O)C1(C)CCN1C(=O)c1cccc(OC(C)=O)c1C (centres undefined)
    3.2, 0, ., 4, -0.1, 12, 6, 0.2
18	CCCCCCN1C[C@H](O)[C@@H](n2cc(-c3ccc(F)cc3)nn2)C[C@@H]1c1ccc(Cl)cc1
    -0.1, -75, 5, -4, 4.3, -7, -1, 0.2
19	Cc1ccc2nc(C(Cl)(Cl)Cl)nc(N/N=C/c3ccc([N+](=O)[O-])cc3)c2c1
    0.8, 1, 6, 2, 9.5, 7, 2, 0.0
20	CC(C)Oc1ccc(C(=O)NCC(=O)OCC(=O)N(C)Cc2cccs2)cc1
    -2.8, -2, 3, ., ., 7, -3, 0.0
21	Cc1nonc1CC(=O)NC1CC(C)(C)Cc2c1cnn2-c1ccc(F)cc1 (centres undefined)
    -0.2, -18, -2, -15, -1.6, 7, 1, 0.2
22	COc1ccc(-c2ccc(C#N)c(OC)n2)cc1
    0.4, 2, -9, ., ., 4, 3, 0.1
23	COc1cc(C#N)c(N=C(SCC#N)N2CCOCC2)cc1OC
    1.3, 8, 5, 5, 0.0, ., 6, 0.1
24	CC(=O)N1CCN(S(=O)(=O)c2cccc(C(=O)NC3CCCC3)c2)CC1
    4.6, -10, -4, 6, 0.2, ?, -3, 0.0
25	O=C(C[C@H]1C[C@@H]2c3cc(NC(=O)c4ccc5c(c4)OCO5)ccc3O[C@@H]2[C@H](CO)O1)NCc1ccc(Cl)cc1
    -1.1, -10, -6, -14, -0.3, 5, -2, -0.1
26	Cc1noc(C)c1NC(=O)N[C@H]1CC[C@@H](CC(=O)Nc2ccc(-c3ccccc3)cc2)O[C@@H]1CO
    -2.5, 0, 5, 3, 0.1, -4, -3, 0.4
27	CN1C(=O)c2cc(NC(=O)C3CCOCC3)ccc2OC[C@H]2O[C@@H](CC(=O)O)CC[C@H]21
    -1.1, ., 4, 0, 0.2, ., ., 0.3
28	CN(Cc1cnn(C)c1)C(=O)c1cc(COc2c(F)cccc2F)on1
    ., -3, 13, -4, ., 0, 1, 0.0
29	C[C@H](CO)N1C[C@H](C)[C@@H](CN(C)S(=O)(=O)c2cn(C)cn2)Oc2c(NS(=O)(=O)c3cccs3)cccc2C1=O
    -2.5&-1.5, -6&-1, 3&13, 7&-6, 0.0&-1.6, -14&-7, 0&-3, 0.3&0.1
30	O=C(C[C@@H]1CC[C@H]2[C@@H](COC[C@@H](O)CN2C(=O)c2ccncc2)O1)NC1CCC1
    -3.4, 2, 8, 2, -0.1, 5, 5, 0.0

Next part, starting with the last 2 of the part before.
Results follow in this order: F508del corr, RAD52 anneal inh, GSIS activator, RAD54 branch, E-selectin induc, DENV2 CPE, CASP6 VEID inh, Xi reactivation
29	C[C@H](CO)N1C[C@H](C)[C@@H](CN(C)S(=O)(=O)c2cn(C)cn2)Oc2c(NS(=O)(=O)c3cccs3)cccc2C1=O
    -2.5&-1.5, -6&-1, 3&13, 7&-6, 0.0&-1.6, -14&-7, 0&-3, 0.3&0.1
30	O=C(C[C@@H]1CC[C@H]2[C@@H](COC[C@@H](O)CN2C(=O)c2ccncc2)O1)NC1CCC1
    -3.4, 2, 8, 2, -0.1, 5, 5, 0.0
31	Cc1cccnc1NS(=O)(=O)c1cccc([N+](=O)[O-])c1
    0.0, -9, ., 11, ., ., -2, 0.0
32	CC1(C(=O)NCc2cccc3ccccc23)CCN1Cc1ccc2ccccc2c1 (centres undefined)
    -1.0, -3, -20, 13, -0.4, 2, 1, -0.1
33	CC(C)(C)OC(=O)N1CCCC(C(=O)Nc2cccc(C(=O)NCCCc3ccccc3)c2)C1 (centres undefined)
    -2.3, 11, -36, 2, -0.1, -1, -2, 0.1
34	Cc1ccc2c(c1)N(C)/C(=C/c1cccc[n+]1C)S2
    0.6, 36, -41, 34, 0.6, -13, -2, 0.2
35	CCOc1ccc(-c2ccc(SC)nn2)cc1
    -3.0, -12, -2, -8, ., -3, 2, 0.1
36	COc1cccc(NC(=S)NCc2ccc(F)cc2)c1
    -0.8, -16, -5, -13, ., 12, -2, 0.0
37	S=C(NCC1CCCO1)Nc1ccccc1 (centres undefined)
    0.0, -16, 2, 2, ., 0, -2, 0.3
38	C[C@@H]1CN([C@H](C)CO)C(=O)Cc2cc(NC(=O)c3ccncc3)ccc2O[C@@H]1CN(C)C(=O)NC1CCCCC1
    3.3, 8, 10, 13, 1.7, 0, 1, -0.5
39	C[C@H](CO)N1C[C@H](C)[C@@H](CN(C)Cc2ccc3c(c2)OCO3)Oc2cc(Br)ccc2S1(=O)=O
    -2.7&-1.2, -16&2, -15&-5, -4&6, 3.4&-0.2, 12&-2, 3&1, 0.0
40	CN1CCN(C(=O)CCN2C(=O)c3ccccc3C2=O)CC1
    -3.6, -14, 17, ., -0.9, -2, -1, 0.0
41	COc1cc(NC(=O)C(=O)Nc2ccc3nc4n(c(=O)c3c2)CCCCC4)cc(OC)c1OC
    -1.7, -5, 1, ., -0.4, 11, 1, 0.0
42	COc1ccc(NC(=O)C2c3ccccc3OCC(=O)N2Cc2cccnc2)cc1 (centres undefined)
    4.1, -4, 0, ., ., -12, 0, -0.1
43	O=C(COC(=O)c1cnccn1)N=c1sccn1Cc1ccccc1Cl
    -1.6, -5, 18, -1, -0.3, 0, -3, 0.0
44	CN(C)CCCNC(=O)c1cccc(-c2cnc3cccnn23)c1
    -2.9, 3, 2, 17, 0.5, 8, 0, 0.1
45	CC(=O)N1c2ccc(S(=O)(=O)N(C)CC(=O)Nc3cccc(C)c3)cc2CC1C (centres undefined)
    -0.1, -5, -5, -11, ., ?, 0, 0.2
46	CCN1CCc2[nH]c3ccccc3c2C1
    -4.5, 0, 4, -3, -0.2, 3, -6, 0.0
47	CCOC(=O)COc1ccc(C(c2c(C)[nH][nH]c2=O)c2c(C)[nH][nH]c2=O)cc1
    0.4, -17, -16, 1, ., -1, 1, 0.0
48	COc1ccc(NC(=O)Nc2ccc3c(c2)CC(=O)N([C@@H](C)CO)C[C@@H](C)[C@H](CN(C)S(=O)(=O)c2cccs2)O3)cc1
    0.4, -6, 6, 3, -0.1, 18, 0, -1.0
49	CCN(C(=O)CSc1nc2cc(S(=O)(=O)N(CC)CC)ccc2n1CC)C1CCS(=O)(=O)C1 (centres undefined)
    2.3, 0, -10, ., -0.2, -3, -1, 0.3
50	CN(C)c1ccc(CNC(=O)/C=C/[C@H]2O[C@@H](n3cnc4c(NC(=O)c5ccccc5)ncnc43)[C@H](O)[C@@H]2O)cc1
    0.2, -10, 24, -9, -0.2, -4, 8, -0.2
51	Cc1nc(SCC(=O)N(CC(C)C)C2CCS(=O)(=O)C2)c2ccccc2n1 (centres undefined)
    -0.5, -7, 3, 3, 0.3, -8, -1, 0.0
52	Cc1ccc(-c2nnc(SCC(=O)N/N=C/c3ccc(C)s3)n2-c2ccccc2)cc1
    ., -4, -3, ., ., -3, 1, 0.2
53	CCc1ccc(NC(=O)CS(=O)CC(=O)Nc2ccc(-n3cnnn3)c(C)c2)cc1 (centres undefined)
    0.8, -2, -12, 7, 0.0, 3, 1, 0.0
54	CC(Oc1ccc(C(=O)c2ccccc2)cc1)C(=O)Nc1ccc(S(N)(=O)=O)cc1 (centres undefined)
    ., -3, ., ., -1.7, 2, 5, 0.3
55	COCc1ccc(C(=O)N2CCCC(C(=O)c3ccc(SC)cc3)C2)s1 (centres undefined)
    1.8, -27, 7, -5, 1.1, -10, 3, 0.1
56	Cc1noc(C)c1NC(=O)Nc1ccc2c(c1)C(=O)N([C@@H](C)CO)C[C@@H](C)[C@@H](CN(C)C(=O)Nc1ccc(F)cc1)OCCCC[C@@H](C)O2
    -0.1, -13, 3, 5, -0.1, 18, 3, 0.0
